Texas Red fluor – Texas Red region autofluorescence | Compound fluorescence, Texas Red channel, 547/618 nm; active compounds read high | max dye-equivalent concentration, M | 0.06% of 59,000 active | AID 587; in the data active = max dye-equivalent concentration above about 10 nM; inconclusive = between about 1.1 nM and that limit
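Compound titrations in 100 mM Tris pH 8.0 were incubated 15 min at room temperature and read at 547 nm excitation / 618 nm emission. Texas Red six-point standard curve on each plate converted fluorescence to dye-equivalent concentration.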
ALOX15 inhib – blocks human 15-lipoxygenase activity; P16050; purified 15hLO-1, xylenol orange hydroperoxide absorbance; Potency, µM (top dose mostly 57.1 µM), for inactives: at the highest dose activity change, negative = inhibition, actives largely listed as inhibitors; 1.4% of 74,000 active; AID 887; also: potency is read from the fitted curve at half-maximal effect; % is scaled to controls: 0 for no effect and ±100 for the full control effect; nearly all actives have a fitted effect of over 55% in size
Target sequence (P16050 whole entry, looked up): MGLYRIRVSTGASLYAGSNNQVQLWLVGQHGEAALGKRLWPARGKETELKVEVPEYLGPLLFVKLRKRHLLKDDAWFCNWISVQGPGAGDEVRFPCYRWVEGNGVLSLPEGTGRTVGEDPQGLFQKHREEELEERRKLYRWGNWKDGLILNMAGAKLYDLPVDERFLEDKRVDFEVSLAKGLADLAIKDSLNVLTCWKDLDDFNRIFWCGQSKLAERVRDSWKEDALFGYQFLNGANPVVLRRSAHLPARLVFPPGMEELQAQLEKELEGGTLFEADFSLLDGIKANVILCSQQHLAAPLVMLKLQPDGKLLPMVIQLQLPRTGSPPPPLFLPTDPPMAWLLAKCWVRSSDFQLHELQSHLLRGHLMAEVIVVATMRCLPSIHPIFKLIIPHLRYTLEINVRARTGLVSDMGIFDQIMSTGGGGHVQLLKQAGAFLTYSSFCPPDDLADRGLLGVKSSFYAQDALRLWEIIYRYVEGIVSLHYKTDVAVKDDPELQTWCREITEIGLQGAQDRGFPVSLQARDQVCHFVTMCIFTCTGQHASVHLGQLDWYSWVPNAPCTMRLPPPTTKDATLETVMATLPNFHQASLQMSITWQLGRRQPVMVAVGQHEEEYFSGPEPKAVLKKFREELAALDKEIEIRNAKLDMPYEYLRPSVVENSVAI
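Quantitative HTS in 25 mM Hepes pH 7.5 containing 0.01% Triton X-100: human 15hLO-1 at 40 nM, arachidonic acid at 50 uM, 6 min turnover. Product quantified via ferrous oxidation/xylenol orange, 573:405 nm absorbance ratio.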
HADH2 inh – HADH2 (human) dehydrogenase inhibition | Q99714 | recombinant HADH2, NADH fluorescence, beta-hydroxybutyryl-CoA | Potency, µM (top dose mostly 57.1 µM), for the others: at the highest dose activity change, negative = inhibition, usual class: inhibitors | 3.4% of 73,000 active | AID 886; also: potency is read from the fitted curve at half-maximal effect; % is scaled to controls: 0 for no effect and ±100 for the full control effect; nearly all actives have a fitted effect of over 60% in size; many of its hits are not listed in these tables
Target sequence (Q99714 whole entry, looked up, one chain of several): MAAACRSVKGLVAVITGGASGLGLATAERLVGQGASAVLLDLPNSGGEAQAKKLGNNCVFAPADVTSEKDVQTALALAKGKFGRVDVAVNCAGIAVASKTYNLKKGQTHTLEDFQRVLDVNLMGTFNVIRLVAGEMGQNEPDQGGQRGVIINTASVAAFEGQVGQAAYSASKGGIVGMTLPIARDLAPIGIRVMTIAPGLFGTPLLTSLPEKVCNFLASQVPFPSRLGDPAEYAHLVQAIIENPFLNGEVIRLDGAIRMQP
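20 nM HADH2 + cpd, 15 min RT; add 1 mM NAD+/90 uM beta-hydroxybutyryl-CoA; kinetic fluorescence 360/450 nm, 4 min. Tris-HCl pH 9.0, 0.01% Tween-20.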
HBB splice mod – alters splicing of the hemoglobin beta chain | HBB splicing reporter cell assay, activation; EGFP reporter with mutant IVS2-654 intron; response scale: normalised to 500 nM splice-correcting PNA | Potency, µM (doses to about 46.1 µM), inactives show top-dose activation, usual class: activators | 0.06% of 65,000 active | AID 925; also: potency is read from the fitted curve at half-maximal effect; 0% is about no effect
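Compounds were applied for 2 days to HeLa EGFP-654 cells, 500/well in Optimem with 2% FCS. The reporter's EGFP is disrupted by mis-splicing of beta-globin intron IVS2-654. Readout: summed well GFP fluorescence from 488 nm laser scanning; reference was 500 nM antisense […] 654 PNA.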
GFP derepression – epigenetic modulators derepressing GFP locus in mouse cells. mouse C127i GFP locus derepression, cytometry, 30 h. Potency, µM (series often up to 46.1 µM), for the others: at the top dose GFP derepression (activation). 0.09% of 68,000 active. AID 597; also: % of control where 0% means no effect
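Derepression screen: silenced CMV-GFP reporter in murine C127i cells, 30 h compound incubation at 37 C, washed cells imaged by laser-scanning cytometer to enumerate GFP-expressing objects of 20 to 120 um.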
Hsp90 Hop PPI – changes Hsp90-Hop TPR2A binding signal, up or down; AID 595; 0.44% of 71,000 active; AlphaScreen TPR2A-His6 binding biotin-Hsp90 C-terminal peptide; Potency, µM (top dose mostly 57 µM), for inactives: at the highest dose activity change, negative = inhibition; active = well fitted curve in either direction with a large enough effect; inconclusive = small, poorly fitted or top-dose-only effect, or another doubt; also: potency is read from the fitted curve at half-maximal effect; % is scaled to controls: 0 for no effect and ±100 for the full control effect; many of its hits are not listed in these tables
DNA Pol III inh – DNA polymerase III holoenzyme inhibition. Potency, µM (titrated, usually from 57.1 µM), without a hit: top-dose activity change, negative = inhibition. 0.25% of 71,000 active. reconstituted DNA polymerase III holoenzyme replication, biochemical; also: potency is read from the fitted curve at half-maximal effect; % is scaled to controls: 0 for no effect and ±100 for the full control effect
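Reconstituted *E. coli* holoenzyme (0.35 nM Pol III, 1 nM beta, 154 nM SSB, 2 nM primase) was preincubated with compound for 15 min at RT. Synthesis on 1.4 nM ssM13Gori ran 35 min, then was stopped with PicoGreen/EDTA and read as dsDNA fluorescence.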
UbGFP stabilizer – inhibits proteasome, raising ubiquitin-GFP reporter fluorescence | Ubiquitin-GFP reporter cells, proteasome inhibition, GFP fluorescence; response scale: untreated = 0%, 10 µM MG-132 = 100% | Potency, µM (doses to about 45.9 µM), for the others: top-dose activation (GFP accumulation), most hits filed as activators | 67,000 tested, under 10 active | AID 526; active = well fitted activation curve with a large enough effect, not every such curve was filed as active; inconclusive = small, poorly fitted or top-dose-only effect, or another doubt; inactive = no such curve, though single readings can be large or run the other way; also: potency is read from the fitted curve at half-maximal effect
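Reporter cells (U2OS, ubiquitin-G76V-GFP fusion) are plated overnight, then treated 4 hr at 37 °C with compound titrations from 46 uM down to 2.9 nM. Activity is scaled against untreated cells and 10 uM MG-132.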
4-MU autofl – 4-MU region autofluorescence; max dye-equivalent concentration, M; AID 589; 11% of 59,000 active; compound autofluorescence, 340/450 nm, 4-MU equivalents; active compounds read high; in the data active = max dye-equivalent concentration above about 10 nM; inconclusive = mostly about 1.1 nM to 9.6 nM
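Intrinsic fluorescence at 340/450 nm (ex/em) was read after 15 min at room temperature in pH 8.0, 100 mM Tris. Each compound concentration expressed as 4-MU-equivalent concentration from a six-point 4-MU standard series on each plate.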
Fluorescein autfl – compound autofluorescence in fluorescein spectral region. AID 593. 0.91% of 59,000 active. max fluorescein-equivalent concentration, M. Compound autofluorescence, 480/540 nm, fluorescein-equivalent; active compounds read high; in the data active = max fluorescein-equivalent concentration above about 10 nM; inconclusive = between about 1.1 nM and that limit
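Each compound is tested across a concentration series in 100 mM Tris buffer at pH 8.0. After 15 min at room temperature, plates are imaged with 480 nm excitation and 540 nm emission filters, and intensities are converted to fluorescein-equivalent values.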
Rhodamine fluor – compound fluoresces in the rhodamine spectral region. Rhodamine-region fluorescence, 547/598 nm, Tris buffer; active compounds read high. max dye-equivalent concentration, M. 0.05% of 59,000 active; in the data active = max dye-equivalent concentration above about 11 nM; inconclusive = between about 1.1 nM and that limit
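Read-out is relative fluorescence at 547 nm excitation and 598 nm emission, expressed as dye-equivalent concentration using rhodamine standards on every plate. Each compound was profiled across a concentration series after 15 min in 100 mM Tris, pH 8.0.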
* hit, by the source's call; i = inactive; ? = inconclusive; . = not tested or not shown; & = joins results of further samples; ! = not confirmed by another sample; [ ] = dose if it differs, or a comment. Unless noted, calls follow the shape of the dose curve; as a rule, active = well fitted curve in the direction sought with a large enough effect; inconclusive = small, poorly fitted or top-dose-only effect, or another doubt; inactive = no such curve, though single readings can be large; an effect the other way counts as inactive or inconclusive. The list is partial (hit frequency here may not be typical).

SMILES	Texas Red fluor	ALOX15 inhib	HADH2 inh	HBB splice mod	GFP derepression	Hsp90 Hop PPI	DNA Pol III inh	UbGFP stabilizer	4-MU autofl	Fluorescein autfl	Rhodamine fluor
NC[C@H](O)c1ccc(O)cc1	i	6%[25.6 µM]	-5%[25.6 µM]	1.0%[20.6 µM]	-2%[20.6 µM]	-3%[26 µM]	-8%[25.6 µM]	-1%[20.5 µM]	i	?	i
CC(C)C1(C)N=C(c2nc3ccccc3cc2C(=O)O)NC1=O (stereo unspecified)	?	-1%	-5%	-1.2%[57.5 µM]	0%	-1%	-3%	2%	?	i	i
c1cc2c(cc1[C@H]1OC[C@H]3[C@@H]1CO[C@H]3c1ccc3c(c1)OCO3)OCO2	i	.	1%	.	-5%[9.22 µM]	8%	8%	1%	i	i	i
Cc1ccc(CCN2CC(C(=O)N3CCC4(CC3)OCCO4)CC2=O)cc1 (stereo unspecified)	i	3%	5%	4.7%	1%	-4%	-8%	14%	i	?	i
CCN1CCN(Cc2ccc(OC(F)(F)F)cc2)CC1	i	2%	-14%	-1.0%	0%	0%	-1%	0%	i	i	i
NCCc1c[nH]c2ccccc12	i	0%&4%	-7%	0.5%	-2%	-7%	-8%	0%	i	?	i
O=C1C[C@H]2OCCC=C3CN4CC[C@@]56c7ccccc7N1[C@@H]5[C@H]2[C@H]3C[C@@H]46	i	.	2%	.	0%[9.22 µM]	2%	-6%	1%	i	i	i
O=C1NC(=O)C2(Cc3ccccc3N3CCCC32)C(=O)N1c1cccc(Cl)c1 (stereo unspecified)	i	-18%	-2%	0.3%[57.5 µM]	3%	-4%	-5%	-4%	?	i	i
O=C(c1ccncc1)N1CCC[C@@]2(CCN(Cc3nccs3)C2)C1	i	2%	1%	0.4%	-2%[9.22 µM]	-2%	2%	-7%	i	i	i
O=C(Cc1ccccc1)N1CCN(Cc2ccccn2)CC1	i	7%	0%	-3.9%	3%	-9%	-4%	-5%	i	i	i
COC(=O)C(O)(c1cn(C)c2ccccc12)C(F)(F)F (stereo unspecified)	i	-6%	4%	-0.2%	-4%	-4%	2%	-7%	i	?	i
Cc1cc(OCC(=O)OC(C)(C)C)c2c3c(c(=O)oc2c1)CCC3	.	4%	2%	-1.3%	0%	2%	-6%	0%	.	.	.
O=c1oc(Cl)c(Cl)c2ccccc12	i	?	3.2µM*	1.4%	0%	-5%	-6%	18%	?	i	i
CC1(C)[C@@H]2CC[C@]1(C)CN(CCC[N+](C)(C)C)C2	i	5%[11.4 µM]	12%[11.4 µM]	1.9%[9.22 µM]	2%[9.22 µM]	-1%[11 µM]	-8%[11.4 µM]	-6%[9.17 µM]	i	i	i
CNC(C)(C)Cc1ccccc1	i	-5%	2%[25.6 µM]	0.2%[20.6 µM]	3%[20.6 µM]	2%[26 µM]	-3%[25.6 µM]	0%[20.5 µM]	i	?	i

One compound at a time (already shown).
Cc1cc(OCC(=O)OC(C)(C)C)c2c3c(c(=O)oc2c1)CCC3 is listed with Texas Red fluor = .; ALOX15 inhib = 4%; HADH2 inh = 2%; HBB splice mod = -1.3%; GFP derepression = 0%; Hsp90 Hop PPI = 2%; DNA Pol III inh = -6%; UbGFP stabilizer = 0%; 4-MU autofl = .; Fluorescein autfl = .; Rhodamine fluor = .
Cc1ccc(CCN2CC(C(=O)N3CCC4(CC3)OCCO4)CC2=O)cc1 (stereo unspecified) is listed with Texas Red fluor = i; ALOX15 inhib = 3%; HADH2 inh = 5%; HBB splice mod = 4.7%; GFP derepression = 1%; Hsp90 Hop PPI = -4%; DNA Pol III inh = -8%; UbGFP stabilizer = 14%; 4-MU autofl = i; Fluorescein autfl = ?; Rhodamine fluor = i

The results go on:
SMILES	Texas Red fluor	ALOX15 inhib	HADH2 inh	HBB splice mod	GFP derepression	Hsp90 Hop PPI	DNA Pol III inh	UbGFP stabilizer	4-MU autofl	Fluorescein autfl	Rhodamine fluor
CC(=O)c1c(C)[nH]c(C(=O)N2CCC3(CC2)OCCO3)c1C	?	-1%	1%	-2.7%	7%	-1%	-2%	-19%	i	i	i
COC(=O)c1cncn1C(C)c1ccccc1 (stereo unspecified)	i	-1%	-25%	-2.5%	-2%	-1%	-1%	8%	i	?	i
CCC(=O)Nc1cc(C(=O)N2CCC3(CC2)OCCO3)ccc1S(=O)(=O)c1ccc(C)cc1	i	-11%	11%	0.0%	0%	4%	0%	-4%	i	i	i
Cc1nc2cc(F)ccc2n1C1CCN(Cc2nnnn2CCc2ccccc2)CC1	?	6%	8%	-0.2%	2%	-5%	4%	-4%	i	i	i
NCCP(=O)(O)O	i	5%[11.4 µM]	11%[11.4 µM]	1.3%[9.22 µM]	-3%[9.22 µM]	0%[11 µM]	-4%[11.4 µM]	-1%[9.17 µM]	i	i	i
ClC(Cl)=C(c1ccc(Cl)cc1)c1ccc(Cl)cc1	.	-9%&-7%	2%&3%	0.9%&-1.5%	.	?	-3%&-3%	.	.	.	.
CS(=O)(=O)N1CCCC(C(=O)N2CCC3(CC2)OCCO3)C1 (stereo unspecified)	?	2%	2%	-2.0%	-4%	-15%	6%	-2%	i	i	i
C=CCn1c(O)c(C(C)=NC2CC2)c(=O)[nH]c1=O	?	6%	-3%	-4.3%[0.369 µM]	0%	-2%	-13%	-1%	5.1e-08M*	i	i
Cc1cc(S(=O)(=O)NCc2ccccc2)ccc1OCC(=O)N1CCN(C)CC1	i	3%	5%	-0.9%	12%	-4%	-2%	-10%	i	i	i
COc1ccc(-n2c(O)c(C(C)=NC3CC3)c(=O)[nH]c2=O)cc1	i	4%	1%	4.7%[0.369 µM]	0%	-1%	-5%	-3%	i	?	i
Nc1cccc(N=Cc2c(O)n(Cc3ccc(F)cc3)c(=O)[nH]c2=O)c1	i	-7%	19%	-0.6%[57.5 µM]	6%	-1%	-5%	6%	2.6e-08M*	i	i
O=C1NC(=O)[C@]2(Cc3ccccc3N3CCN(c4ccccc4)CC32)C(=O)N1c1ccccc1 (stereo partly specified)	i	-10%	-1%	0.6%	-3%	-13%	-10%	-2%	i	?	i
C[N+]1(C)CCO[C@@](O)(c2ccc(-c3ccc([C@]4(O)C[N+](C)(C)CCO4)cc3)cc2)C1	i	3%	-13%	0.4%	-2%	1%	-9%	-3%	i	?	i
O=C(C1CC(=O)N(c2ccc(F)c(Cl)c2)C1)N1CCC2(CC1)OCCO2 (stereo unspecified)	?	-6%	4%	-4.9%	-3%	-11%	1%	2%	i	i	i
CN(C)C(=O)Nc1cccc(OC(=O)N(C)C)c1	i	8%	1%	-0.2%	3%	-6%	3%	4%	i	i	i
Cc1oc2ccc(OC(=O)N(C)C)cc2c1C(=O)OC(C)C	i	4%	3%	-0.6%	3%	5%	-9%	0%	i	i	i
CCn1cc(C(=O)O)c(=O)c2ccc(C)nc21	i	4%	?	0.2%	0%[20.6 µM]	-6%	0%	-10%[20.5 µM]	3.5e-08M*!	?	i
C[C@@H](Cc1ccc(O)cc1)NC[C@@H](O)c1cc(O)cc(O)c1	i	4%[25.6 µM]	?	1.9%[20.6 µM]	2%[20.6 µM]	0%[26 µM]	-9%[25.6 µM]	-8%[20.5 µM]	i	?	i
CC(C)[C@@]1(NC(=O)[C@@H]2C[C@H]3c4cccc5[nH]cc(c45)C[C@@H]3N(C)C2)O[C@]2(O)[C@H]3CCCN3C(=O)CN2C1=O	i	-5%[25.6 µM]	1%[25.6 µM]	3.6%[20.6 µM]	3%[20.6 µM]	-6%[26 µM]	-4%[25.6 µM]	9%[20.5 µM]	i	?	i
O=P(O)(O)C(Cl)(Cl)P(=O)(O)O	i	-15%	10%	0.7%	0%	-21%	-8%	5%	i	?	i
O=C(Oc1ccccc1)N1CCC[C@@]2(CCN(Cc3cc(C(F)(F)F)cc(C(F)(F)F)c3)C2)C1	i	-2%	10%	1.3%	-2%[9.22 µM]	10%	-2%	-10%	i	i	i

Structures from the list above containing sulfur, in the order listed:
SMILES	Texas Red fluor	ALOX15 inhib	HADH2 inh	HBB splice mod	GFP derepression	Hsp90 Hop PPI	DNA Pol III inh	UbGFP stabilizer	4-MU autofl	Fluorescein autfl	Rhodamine fluor
O=C(c1ccncc1)N1CCC[C@@]2(CCN(Cc3nccs3)C2)C1	i	2%	1%	0.4%	-2%[9.22 µM]	-2%	2%	-7%	i	i	i
CCC(=O)Nc1cc(C(=O)N2CCC3(CC2)OCCO3)ccc1S(=O)(=O)c1ccc(C)cc1	i	-11%	11%	0.0%	0%	4%	0%	-4%	i	i	i
CS(=O)(=O)N1CCCC(C(=O)N2CCC3(CC2)OCCO3)C1 (stereo unspecified)	?	2%	2%	-2.0%	-4%	-15%	6%	-2%	i	i	i
Cc1cc(S(=O)(=O)NCc2ccccc2)ccc1OCC(=O)N1CCN(C)CC1	i	3%	5%	-0.9%	12%	-4%	-2%	-10%	i	i	i
